PRC2 inh: EZH2/PRC2 methyltransferase inhibitors, primary screen, biochemical, DELFIA time-resolved fluorescence, single point. Histone-lysine N-methyltransferase EZH2 (Homo sapiens), Q15910. PRC2 H3K27 methylation, DELFIA TRF, 1 h. inhibition, % at 12.5 µM. actives 0.35% (n = 57,000);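 active = mean inhibition of replicates at least 50% and every single replicate also reaching 50%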;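 note: dimethyl H3K27 on biotinylated H3 21-44 peptide detected by antibody; plate controls were median neutral control wells for no effect and median positive control wells for full effect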
Target sequence (Q15910 whole entry, looked up): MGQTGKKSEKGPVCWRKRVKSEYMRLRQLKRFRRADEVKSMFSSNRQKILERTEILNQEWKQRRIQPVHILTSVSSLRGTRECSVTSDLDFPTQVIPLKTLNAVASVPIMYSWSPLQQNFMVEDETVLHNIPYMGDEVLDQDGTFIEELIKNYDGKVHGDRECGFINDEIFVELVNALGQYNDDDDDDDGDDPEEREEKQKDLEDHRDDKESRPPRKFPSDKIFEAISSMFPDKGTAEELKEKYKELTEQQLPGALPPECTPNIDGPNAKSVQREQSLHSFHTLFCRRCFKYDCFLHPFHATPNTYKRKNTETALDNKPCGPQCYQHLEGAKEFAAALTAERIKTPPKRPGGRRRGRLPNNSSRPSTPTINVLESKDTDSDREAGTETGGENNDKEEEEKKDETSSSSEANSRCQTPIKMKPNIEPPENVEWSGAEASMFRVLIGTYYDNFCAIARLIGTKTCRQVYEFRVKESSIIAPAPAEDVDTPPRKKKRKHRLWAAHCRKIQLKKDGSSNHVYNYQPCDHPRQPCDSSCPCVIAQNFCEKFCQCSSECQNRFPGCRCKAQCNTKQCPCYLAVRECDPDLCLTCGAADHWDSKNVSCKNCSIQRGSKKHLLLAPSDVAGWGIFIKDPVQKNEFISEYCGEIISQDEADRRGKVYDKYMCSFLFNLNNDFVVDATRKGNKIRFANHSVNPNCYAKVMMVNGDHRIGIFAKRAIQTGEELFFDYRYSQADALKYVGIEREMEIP
IDH1 R132H inh: inhibitors of IDH1 R132H reductase, primary screen, biochemical, plate reader, single point. Isocitrate dehydrogenase [NADP] cytoplasmic (Homo sapiens), O75874. diaphorase/resazurin fluorescence, 60 min. inhibition, % at 10 µM. actives 0.18% (n = 70,000). AID 624101, 2012; in the data active = inhibition above about 34%;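 note: 0% = DMSO and 100% = no enzyme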
* hit, by the source's call; nt = no result given; & = joins results of further samples. The list is partial; the hit share may differ from the screen's.

entry	SMILES	PRC2 inh	IDH1 R132H inh
1	COc1ccc(NC(=O)Nc2ccc3c(c2)CC(=O)N([C@@H](C)CO)C[C@H](C)[C@@H](CN(C)C(=O)Nc2ccc(OC)cc2)O3)cc1	nt	0.9
2	Cc1noc(C)c1S(=O)(=O)N(C)C[C@H]1Oc2ccc(NS(=O)(=O)c3cccs3)cc2C(=O)N([C@H](C)CO)C[C@H]1C	nt	2.0
3	CCC(=O)N(C)C[C@@H]1Oc2cc(C#CCC3CCCC3)ccc2S(=O)(=O)N([C@@H](C)CO)C[C@@H]1C	7	-4.0
4	C/C=C/c1cnc2c(c1)C(=O)N([C@H](C)CO)C[C@@H](C)[C@@H](CN(C)C(=O)NCCC)O2	-11	0.5
5	Cc1noc(C)c1S(=O)(=O)Nc1ccc2c(c1)C(=O)N([C@@H](C)CO)C[C@@H](C)[C@H](CN(C)C(=O)Nc1cccc3ccccc13)O2	nt	-1.0
6	C[C@@H]1CCCCO[C@@H](CN(C)S(=O)(=O)c2cccs2)[C@H](C)CN([C@H](C)CO)C(=O)c2cc(NS(=O)(=O)c3cccs3)ccc2O1	nt	-0.6
7	Cc1ccccc1-c1cnc2c(c1)C(=O)N([C@H](C)CO)C[C@H](C)[C@@H](CN(C)CC1CCCC1)O2	3	1.0
8	CC(C)NC(=O)Nc1ccc2c(c1)C(=O)N([C@H](C)CO)C[C@H](C)[C@H](CN(C)S(C)(=O)=O)O2	-6	0.3
9	C[C@H]1CN([C@@H](C)CO)C(=O)c2cc(/C=C/c3ccccc3)cnc2O[C@@H]1CN(C)C(=O)Cc1ccccn1	10	-3.7
10	O=C(C1=C[C@@H](c2csc3ccccc23)C[C@@H](OCCCCO)O1)N1CCCCCCC1	5	nt
11	CC(=O)N1c2ccccc2NC(=O)C1CC(=O)Nc1ccccc1Cl (centres undefined)	2	0.7
12	Cc1noc(C)c1S(=O)(=O)Nc1ccc2c(c1)CC(=O)N([C@H](C)CO)C[C@@H](C)[C@@H](CN(C)Cc1ccc(Oc3ccccc3)cc1)O2	nt	4.1

Fetched by compound from the entries so far (2):
entry	SMILES	PRC2 inh	IDH1 R132H inh
7	Cc1ccccc1-c1cnc2c(c1)C(=O)N([C@H](C)CO)C[C@H](C)[C@@H](CN(C)CC1CCCC1)O2	3	1.0
1	COc1ccc(NC(=O)Nc2ccc3c(c2)CC(=O)N([C@@H](C)CO)C[C@H](C)[C@@H](CN(C)C(=O)Nc2ccc(OC)cc2)O3)cc1	nt	0.9

Going on with the list:
entry	SMILES	PRC2 inh	IDH1 R132H inh
13	CCCNC(=O)N(C)C[C@@H]1Oc2cc(-c3cncnc3)ccc2S(=O)(=O)N([C@@H](C)CO)C[C@H]1C	5	12
14	C[C@@H]1CN([C@H](C)CO)C(=O)c2cccc(NC(=O)c3ccc(-c4nccs4)cc3)c2O[C@H]1CN(C)Cc1ccc(C(=O)O)cc1	nt	4.9
15	COCCNC(=O)C[C@@H]1CC[C@@H](NS(=O)(=O)c2ccc(C)cc2)[C@H](CO)O1	8	0.1
16	O=C(N[C@H]1CC[C@@H](CCn2cc(C3(O)CCCC3)nn2)O[C@H]1CO)c1ccccc1F	2	0.0
17	CCC(=O)N[C@@H]1CC[C@H](CCn2cc(C3CC3)nn2)O[C@H]1CO	16	0.2
18	O=C(CSc1nnc(-c2ccc([N+](=O)[O-])cc2)n1-c1ccccc1)NC1CCCCC1	-2	-0.2
19	c1ccc(-c2csc3nnc(SCc4ccc5c(c4)OCCO5)n23)cc1	9	0.0
20	COCC(=O)Nc1ccc2c(c1)C(=O)N(C)C[C@H](OC)[C@H](C)CN(CCC(F)(F)F)[C@H](C)CO2	10	-0.1
21	O=C(NCC[C@@H]1CC[C@@H](NC(=O)c2ccncc2)[C@H](CO)O1)Nc1ccc(Cl)cc1	0	-0.1
22	O=C(CCCCCC(=O)N/N=C/c1ccccn1)NO	3	0.2
23	C[C@H]1CN([C@@H](C)CO)C(=O)Cc2cc(NC(=O)CCCN(C)C)ccc2O[C@H]1CN(C)S(=O)(=O)c1ccccc1	-8	0.8
24	C[C@@H]1CN([C@@H](C)CO)C(=O)Cc2cc(NS(=O)(=O)c3ccc(Cl)cc3)ccc2O[C@H]1CN(C)C(=O)Nc1cccc2ccccc12	nt	0.2

Continuation:
entry	SMILES	PRC2 inh	IDH1 R132H inh
25	O=C(CN1C2=NCCN2c2ccccc21)c1ccc(Cl)cc1Cl	-12	-4.0
26	CNC[C@H]1Oc2cc(C#CC(C)(C)O)ccc2S(=O)(=O)N([C@H](C)CO)C[C@@H]1C	-33	1.0
27	CC1CCC2(NC1)OC1CC3C4CC=C5CC(O[C@@H]6O[C@H](CO)[C@@H](O[C@@H]7O[C@@H](C)[C@H](O)[C@@H](O)[C@H]7O)[C@H](O)[C@H]6O)CCC5(C)C4CCC3(C)C1C2C (some centres undefined)	nt	0.3
28	C[C@H]1CN([C@@H](C)CO)C(=O)c2cc(NC(=O)CCCN(C)C)ccc2O[C@H]1CN(C)C(=O)Nc1ccc(F)cc1	-3	2.8
29	COc1cccc(S(=O)(=O)N[C@H]2CC[C@H](CCn3cc(-c4ccccc4OC)nn3)O[C@H]2CO)c1	-1	-0.1
30	COc1ccc(C#Cc2ccc3c(c2)[C@]2(C(=O)N3)[C@H](c3ccc(OCCO)cc3)N3[C@H](c4ccccc4)[C@H](c4ccccc4)OC(=O)[C@H]3[C@@H]2C(=O)NC[C@H](O)c2ccccc2)cc1	-23	0.3
31	CCNC(=O)C[C@H]1C=C[C@H](NC(=O)C2CCOCC2)[C@H](CO)O1	21	0.6
32	C[C@H](CO)N1C[C@H](C)[C@H](CN(C)C(=O)Nc2ccccc2)Oc2ccc(NS(C)(=O)=O)cc2CC1=O	nt	0.8
33	COCc1cn(CC[C@@H]2CC[C@@H](NC(=O)Nc3ccc(C(F)(F)F)cc3)[C@H](CO)O2)nn1	6	-0.4
34	COc1ccc(CN(C)C[C@H]2Oc3c(NS(=O)(=O)c4cccs4)cccc3C(=O)N([C@@H](C)CO)C[C@H]2C)cc1	nt	1.2
35	C[C@@H]1CN([C@H](C)CO)S(=O)(=O)c2ccc(C#Cc3ccccc3)cc2O[C@@H]1CN(C)C(=O)Nc1ccccc1	nt	-0.9
36	COCC(=O)N(C)C[C@@H]1Oc2cc(-c3ccccc3F)ccc2S(=O)(=O)N([C@@H](C)CO)C[C@@H]1C	-4	0.1

Continued:
entry	SMILES	PRC2 inh	IDH1 R132H inh
37	O=C(Nc1ccc2c(c1)[C@@H]1C[C@H](CC(=O)N3CCc4ccccc4C3)O[C@H](CO)[C@@H]1O2)NC1CCCC1	-8	2.5
38	C[C@@H]1CN([C@@H](C)CO)C(=O)c2cc(/C=C/c3ccccc3)cnc2O[C@@H]1CN(C)C(=O)CN1CCOCC1	2	0.1
39	COc1ccc(NC(=O)Nc2cccc3c2O[C@H](CN(C)C(=O)Nc2cccc4ccccc24)[C@H](C)CN([C@@H](C)CO)C3=O)cc1	nt	0.2
40	Cc1ccc(S(=O)(=O)N[C@H]2CC[C@H](CCNC(=O)C3CCCC3)O[C@@H]2CO)cc1	-18	-0.5
41	C[C@@H]1CN([C@H](C)CO)C(=O)Cc2cc(NC(=O)Nc3ccc(C(F)(F)F)cc3)ccc2O[C@H]1CN(C)Cc1ccc(C(=O)O)cc1	nt	0.5
42	Cc1noc(C)c1S(=O)(=O)Nc1ccc2c(c1)C(=O)N([C@H](C)CO)C[C@@H](C)[C@@H](CN(C)C(=O)CCC(F)(F)F)OCCCC[C@H](C)O2	nt	-0.7
43	COc1ccc(-c2nc(SCC(=O)Nc3ccc4ccccc4c3)n[nH]2)cc1	15	0.6
44	CC(C)NC(=O)N(C)C[C@@H]1Oc2ncc(C#CC(C)(C)O)cc2C(=O)N([C@H](C)CO)C[C@@H]1C	12	0.0
45	C[C@@H]1CN([C@@H](C)CO)S(=O)(=O)c2ccc(Br)cc2O[C@@H]1CN(C)C(=O)CC1CC1	-8	-0.7
46	COc1ccc(NC(=O)N(C)C[C@@H]2Oc3ccc(NC(=O)c4ccncc4)cc3C(=O)N([C@@H](C)CO)C[C@@H]2C)cc1	-1	nt
47	CC(=O)c1c(C)oc2ccc(N(C(=O)c3ccncc3)S(=O)(=O)c3ccc(F)cc3)cc12	7	-0.2
48	O=C(C[C@@H]1C[C@@H]2c3cc(NS(=O)(=O)c4ccc(F)cc4)ccc3O[C@@H]2[C@@H](CO)O1)N1CCOCC1	13	1.0

In the list so far, three contain an aryl thioether with sulfur outside any ring.
entry	SMILES	PRC2 inh	IDH1 R132H inh
18	O=C(CSc1nnc(-c2ccc([N+](=O)[O-])cc2)n1-c1ccccc1)NC1CCCCC1	-2	-0.2
19	c1ccc(-c2csc3nnc(SCc4ccc5c(c4)OCCO5)n23)cc1	9	0.0
43	COc1ccc(-c2nc(SCC(=O)Nc3ccc4ccccc4c3)n[nH]2)cc1	15	0.6

Going on with the list:
entry	SMILES	PRC2 inh	IDH1 R132H inh
49	C[C@@H]1CCCCO[C@@H](CN(C)S(=O)(=O)c2cccs2)[C@H](C)CN([C@@H](C)CO)C(=O)c2cc(N(C)C)ccc2O1	4	-0.4
50	C[C@H]1CN([C@@H](C)CO)C(=O)Cc2cc(NC(=O)Nc3ccc(C(F)(F)F)cc3)ccc2O[C@H]1CN(C)C(=O)Nc1ccccc1	nt	-4.9
51	C[C@H](CO)N1C[C@H](C)[C@@H](CN(C)Cc2ccc(C(=O)Nc3ccccc3N)cc2)Oc2ccc(NS(C)(=O)=O)cc2CC1=O	nt	0.0
52	C[C@H]1CCCCO[C@@H](CN(C)C)[C@@H](C)CN([C@@H](C)CO)C(=O)c2cc(NS(=O)(=O)c3cccs3)ccc2O1	nt	4.1
53	COc1ccc(Cl)cc1NC(=O)Cn1cnc2sc3c(c2c1=O)CCC(C)C3 (centres undefined)	3	0.1
54	C[C@@H]1CCCCO[C@H](CN(C)C(=O)Cc2ccccc2)[C@@H](C)CN([C@H](C)CO)C(=O)c2cc(NC(=O)NC3CCCCC3)ccc2O1	nt	6.1
55	COc1ccccc1-c1ccc2c(c1)O[C@H](CN(C)S(=O)(=O)c1ccc(F)cc1)[C@@H](C)CN([C@H](C)CO)S2(=O)=O	3	0.6
56	NS(=O)(=O)c1ccc(CCNc2ncnc3c2c(-c2ccccc2)cn3-c2ccc(F)cc2)cc1	-7	1.5
57	C[C@H](CO)N1C[C@H](C)[C@@H](CN(C)C(=O)Cc2ccccc2)Oc2cc(-c3cncnc3)ccc2S1(=O)=O	-4	0.3
58	Cc1noc(C)c1NC(=O)Nc1ccc2c(c1)C(=O)N([C@H](C)CO)C[C@H](C)[C@@H](CN(C)C(=O)CCCN(C)C)OCCCC[C@@H](C)O2	nt	-1.6
59	CNC[C@H]1Oc2ccc(NC(=O)CCCN(C)C)cc2C(=O)N([C@H](C)CO)C[C@@H]1C	3	nt
60	C[C@@H]1CN([C@@H](C)CO)S(=O)(=O)c2ccc(C#CC(C)(C)O)cc2O[C@H]1CN(C)CC1CC1	-15	nt

Remaining list, next part:
entry	SMILES	PRC2 inh	IDH1 R132H inh
61	O=C(N[C@H]1CC[C@H](CCNS(=O)(=O)c2ccccc2)O[C@@H]1CO)c1cccc(F)c1	12	0.5
62	O=C(C[C@@H]1C=C[C@H](NC(=O)Nc2ccccc2)[C@H](CO)O1)NCc1ccccn1	-1	-0.2
63	COC(=O)C[C@@H]1C[C@H]2c3cc(NC(=O)Nc4ccc(OC)cc4)ccc3O[C@H]2[C@@H](CO)O1	10	0.0
64	C[C@@H]1CN([C@H](C)CO)C(=O)c2cc(Br)cnc2O[C@@H]1CN(C)Cc1ccc2c(c1)OCO2	6	0.1
65	CC(C)NC(=O)Nc1ccc2c(c1)C(=O)N([C@H](C)CO)C[C@@H](C)[C@H](CN(C)Cc1ccc3c(c1)OCO3)O2	nt	-3.0
66	C[C@H]1CN([C@@H](C)CO)S(=O)(=O)c2ccc(C3=CCCC3)cc2O[C@@H]1CN(C)Cc1ccccc1	47	-1.3
67	C[C@@H]1CN([C@@H](C)CO)C(=O)c2cc(NC(=O)CCCN(C)C)ccc2O[C@@H](C)CCCCO[C@@H]1CN(C)S(C)(=O)=O	7	-1.1
68	Cc1ccc(-c2ccc3c(c2)O[C@@H](CN(C)S(C)(=O)=O)[C@@H](C)CN([C@@H](C)CO)S3(=O)=O)cc1	1	-1.7
69	COc1ccc(NC(=O)N(C)C[C@H]2Oc3c(NS(=O)(=O)c4ccccc4)cccc3C(=O)N([C@H](C)CO)C[C@H]2C)cc1	nt	-22
70	COc1ccc(S(=O)(=O)Nc2cccc3c2O[C@@H](CN(C)S(=O)(=O)c2ccc(Cl)cc2)[C@H](C)CN([C@H](C)CO)C3=O)cc1	nt	1.9
71	OC(CSc1nccc(-c2ccc3c(c2)OCCO3)n1)C(F)(F)F (centres undefined)	-7	0.0
72	N#CC1c2ccc(Br)cc2C=CC1c1ccccc1 (centres undefined)	0	-0.4

Grouped by structure: the entries above with bromine.
entry	SMILES	PRC2 inh	IDH1 R132H inh
45	C[C@@H]1CN([C@@H](C)CO)S(=O)(=O)c2ccc(Br)cc2O[C@@H]1CN(C)C(=O)CC1CC1	-8	-0.7
64	C[C@@H]1CN([C@H](C)CO)C(=O)c2cc(Br)cnc2O[C@@H]1CN(C)Cc1ccc2c(c1)OCO2	6	0.1
72	N#CC1c2ccc(Br)cc2C=CC1c1ccccc1 (centres undefined)	0	-0.4

The list goes on.
entry	SMILES	PRC2 inh	IDH1 R132H inh
73	CC(C)=CCc1c(O)cc(O)c2c1OC(c1ccc(O)c(O)c1)CC2=O (centres undefined)	10	6.2
74	CS(=O)(=O)Nc1ccc2c(c1)[C@@H]1C[C@H](CC(=O)N3CCOCC3)O[C@@H](CO)[C@@H]1O2	2	-0.7
75	CCCC(=O)Nc1ccc2c(c1)C(=O)N(C)C[C@@H](OC)[C@H](C)CN(Cc1ccc(-c3ccccn3)cc1)[C@H](C)CO2	-4	-0.4
76	C[C@H]1CN([C@@H](C)CO)S(=O)(=O)c2ccc(Br)cc2O[C@@H]1CN(C)S(=O)(=O)c1ccccc1	-14&-14	nt
